Source: PubChem BioAssay
PRMT1 inh: PRMT1 methyltransferase inhibitors, primary screen, biochemical, fluorescence polarization; 1.3% of 370,000 active; recombinant PRMT1, activity-based probe fluorescence polarization; AID 652257, 2013; inhibition, % at 2.79 µM; Protein arginine N-methyltransferase 1 (Homo sapiens), Q99873;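 active = inhibition above about 21% made by adding two undisclosed values, limit read from the data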
Target sequence (Q99873 whole entry, looked up): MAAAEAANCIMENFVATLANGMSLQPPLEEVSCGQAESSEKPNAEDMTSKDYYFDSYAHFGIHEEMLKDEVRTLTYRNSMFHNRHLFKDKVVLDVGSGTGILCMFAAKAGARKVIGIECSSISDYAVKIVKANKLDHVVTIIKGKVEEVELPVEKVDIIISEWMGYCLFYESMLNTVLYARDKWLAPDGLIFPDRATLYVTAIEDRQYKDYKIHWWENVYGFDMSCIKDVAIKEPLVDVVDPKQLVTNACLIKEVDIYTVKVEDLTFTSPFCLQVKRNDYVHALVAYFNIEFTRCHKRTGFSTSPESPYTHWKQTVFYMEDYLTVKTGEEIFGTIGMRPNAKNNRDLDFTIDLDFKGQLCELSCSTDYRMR
SIAE primary: human SIAE inhibitors, primary screen, biochemical, fluorescence polarization, FP-Rh probe, 1536-well HTS; Sialate O-acetylesterase (Homo sapiens), Q9HAT2; SIAE FP-Rh probe binding; inhibition, % at 9.66 µM; 0.69% of 370,000 active; AID 1053197, 2014;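 active = inhibition above a cutoff: mean of compounds within the control limits plus 3 SD of those, cut at about 17% in these data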;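 note: 0% = plate median of compound wells and 100% = probe without SIAE protein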
PG9 Ab binder: binders of HIV-1 gp120 antibody PG9, primary screen, biochemical, TR-FRET | HIV-1 gp120 / PG9 antibody interaction | TR-FRET gp120-PG9 antibody binding | inhibition, % at 6.7 µM | 0.43% of 360,000 active; in the data active = inhibition above about 8.5%
TCR CD3 inh: inhibitors of human TCR-CD3 interaction, primary screen, biochemical, fluorescence, TAMRA-labeled TCR probe. 0.37% of 360,000 active. AID 651800, 2012. inhibition, % at 9.4 µM. T-cell receptor (TCR); in the data active = inhibition above about 19%;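 note: recombinant mutant TCR 2C K166C tagged with TAMRA read by polarization; 0% = receptor in buffer alone and 100% = receptor with positive control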
NR1D1 modulator: modulators of Rev-erb alpha DNA binding, primary screen, biochemical, FITC-DNA, fluorescence polarization, uHTS; Nuclear receptor subfamily 1 group D member 1 (Homo sapiens), P20393; Rev-erbα–FITC-DNA binding, 90 min; activity, % at 10 µM; 0.79% of 370,000 active; AID 1259318, 2017;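 active = activity above about 14%, limit read from the data; passing the limit was not always enough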;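 note: 0% = DMSO wells with 35 nM protein and 100% = DMSO wells with 750 nM protein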
HTRA1 inh: HTRA1 serine protease inhibitors, primary screen, biochemical, fluorescence polarization, HTS | Q92743 | recombinant HTRA1, FP-rhodamine activity-based probe | inhibition, % at 5.96 µM | 0.5% of 340,000 active | AID 504803, 2011; in the data active = inhibition above about 36%;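 note: 0% = enzyme with DMSO and 100% = wells lacking enzyme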
Target sequence (Q92743 whole entry, looked up): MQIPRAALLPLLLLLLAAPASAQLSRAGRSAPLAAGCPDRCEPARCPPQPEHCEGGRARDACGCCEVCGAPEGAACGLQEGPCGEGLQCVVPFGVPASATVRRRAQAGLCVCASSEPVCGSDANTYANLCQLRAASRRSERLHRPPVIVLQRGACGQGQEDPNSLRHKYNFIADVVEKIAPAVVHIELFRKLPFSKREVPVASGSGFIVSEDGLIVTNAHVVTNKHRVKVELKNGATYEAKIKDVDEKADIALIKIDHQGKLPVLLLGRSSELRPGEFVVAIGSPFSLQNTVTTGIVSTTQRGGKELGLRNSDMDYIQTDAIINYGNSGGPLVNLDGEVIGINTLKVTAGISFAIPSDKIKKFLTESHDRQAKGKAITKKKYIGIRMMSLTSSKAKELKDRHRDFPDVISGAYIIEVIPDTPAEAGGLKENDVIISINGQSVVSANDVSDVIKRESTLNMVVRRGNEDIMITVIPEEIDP
TDP2 absorb: human TDP2 enzyme inhibitors, primary screen, biochemical, epi absorbance, recombinant enzyme; 0.34% of 370,000 active; AID 720702, 2013; T5PNP hydrolysis, p-nitrophenol absorbance 415 nm; Tyrosyl-DNA phosphodiesterase 2 (Homo sapiens), O95551; inhibition, % at 12.8 µM;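 active = inhibition above the mean of all tested compounds plus 3 SD, set per campaign, cut at about 25% in these data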;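 note: 0% = DMSO with enzyme and 100% = buffer with substrate but no TDP2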
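Incubation: 2 h at 37 °C; Test system: recombinant human TDP2; Quantity: enzyme 120 nM; Read-out basis: percent inhibition; Medium: 50 mM Tris-HCl pH 7.5 with Mg2+, KCl, DTT, BSA; Repeats: single replicate; Compound: 12.8 µM single point, 1% DMSO; Signal: epi absorbance; Reagent: 5 mM T5PNP chromogenic substrate; Benchmarks: no-enzyme high, DMSO-plus-enzyme low.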
LEDGF integ inh: blockers of LEDGF/p75-dependent integrase strand transfer – biochemical, TR-FRET, high throughput, primary screen. 0.64% of 370,000 active. AID 743269, 2014. TR-FRET IN-LEDGF/p75 DNA integration, Eu/Cy5. inhibition, % at 3.7 µM. HIV-1 integrase (with human LEDGF/p75);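 active = inhibition above the screen-wide mean plus 3 SD, cut at about 13% in these data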;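 note: signal is the Cy5 over europium emission ratio at 671 and 618 nm; 0% = plate median of compound wells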
mABHD4 FP: ABHD4 inhibitors, primary screen, biochemical, fluorescence polarization, mouse | (Lyso)-N-acylphosphatidylethanolamine lipase (Mus musculus), Q8VD66 | purified mABHD4, FP-Rh probe fluorescence polarization | inhibition, % at 8.92 µM | 0.54% of 370,000 active | AID 720543, 2013;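 active = inhibition exceeding the mean over every tested compound plus 3 SD, cut at about 30% in these data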;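 note: 0% = plate median of compound wells and 100% = S159A mutant with DMSO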
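Assay system: Wild-type mouse ABHD4 protein | Medium: HEPES pH 7.0 buffer, 150 mM NaCl, 0.01% Pluronic F-127 | Incubation: Enzyme–compound pre-incubation 45 min, then probe 60 min, both 25 °C | Technique: Fluorescence polarization with parallel and perpendicular emission, 525/598 nm | Evaluation: % inhibition of FP-Rh probe binding versus controls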
rCAG RNA binder: binders of r(CAG) RNA repeats, primary screen, biochemical, fluorescence. r(CAG) RNA repeat, TO-PRO-1 dye displacement fluorescence. inhibition, % at 3 µM. 1.3% of 370,000 active;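 active = inhibition above the plate cutoff, the mean of all test compounds on that plate plus 3 SD, cut at about 35% in these data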;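 note: 0% = DMSO alone and 100% = 100 µM mitoxantrone as full dye displacement; higher means more dye released from RNA so lower well fluorescence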
The depositor's hits bear a star; / = no result given. An excerpt; rates above refer to the full screens.

Under each structure: PRMT1 inh	SIAE primary	PG9 Ab binder	TCR CD3 inh	NR1D1 modulator	HTRA1 inh	TDP2 absorb	LEDGF integ inh	mABHD4 FP	rCAG RNA binder
- CSCCC(NC(=O)COc1ccccc1)C(=O)N1CCN(c2cccc(C(F)(F)F)c2)CC1 (stereo not given)
    3	-15	0.0	-6	1	-24	-17	-2	-5	-10
- Cc1ccc(NC(=O)COC(=O)Cn2cnc3c2c(=O)n(C)c(=O)n3C)cc1Cl
    1	-3	-1.7	-6	-6	0	2	5	-11	1
- Cc1ccc(SCCN2CCN(CC(C)C)CCC2=O)cc1
    2	7	0.0	-5	1	-2	-3	-2	1	0
- COC(=O)c1sccc1NC(=O)c1cccc(F)c1
    6	-3	-1.4	-4	0	-4	-6	-2	-23	-1
- CCn1c(SCC(=O)c2ccccc2)nnc1-c1ccoc1C
    -2	2	0.9	3	0	0	5	3	-3	-3
- O=[N+]([O-])c1ccc(N/N=C\c2cccnc2)nc1
    1	4	1.3	-5	-4	7	5	-1	3	0
- CCOC(=O)c1c(-c2ccc(F)cc2)csc1NC(=O)C1CCCO1 (stereo not given)
    3	-1	-0.8	6	1	-14	1	3	-5	-5
- O=C(CCNc1n[nH]c(=O)[nH]c1=O)N/N=C/c1ccccc1Br
    -5	7	0.2	9	-2	-8	6	2	-5	0
- CCOc1ccc(NS(=O)(=O)c2ccc(C(=O)NCC(c3ccco3)N3CCCC3)cc2)cc1 (stereo not given)
    -3	6	0.3	0	2	-5	8	1	0	6
- CCOC(=O)c1c(N)c(C#N)nn1-c1ccccc1C(=O)OC
    6	5	0.5	-4	-4	/	3	-1	6	-5
- COC(=O)[C@@]1(Cc2ccc(F)cc2)[C@H]2c3cc(C(=O)N(C)C)n(CCc4ccccn4)c3C[C@H]2CN1C(=O)c1ccccc1
    -2	2	-3.1	-2	-1	/	1	2	1	1
- CCN(CC)S(=O)(=O)c1ccc(NC(=O)c2ccc(NS(C)(=O)=O)cc2)cc1
    2	-10	0.0	-7	-2	-8	-12	-5	-14	4
- CCc1ccc(NC(=O)CSc2nc3ccccc3c(=O)n2CCN2CCOCC2)cc1
    12	4	-1.1	-6	7	4	-1	-2	1	-1
- C/C(=N\NC(=O)c1ccc(Cl)cc1)c1cccc(NC(=O)C(C)C)c1
    -2	-14	-1.4	-3	-4	1	3	1	-6	4
- COC(=O)c1cc(-c2ccc(Oc3ccccc3)cc2)c(=O)n2c1CCC2
    1	5	/	/	6	/	1	3	-6	0
- Cc1nc(NC(C)c2ccccc2)sc1C(=O)Nc1ccccc1 (stereo not given)
    1	3	-3.2	5	2	-33	-1	0	-8	-2
- O=C1N(CN2CCC3(CC2)OCCO3)c2ccccc2C12OCCCO2
    -2	4	-0.1	2	0	-2	8	2	1	2
- CCCNC(=O)C1CC(c2cccc(F)c2)=NO1 (stereo not given)
    1	2	0.6	-3	-3	-5	3	2	25	6
- Cc1cc2oc(=O)cc(CN3CCCCC3)c2cc1Cl
    0	5	-1.4	0	4	/	7	-10	-7	2
- CCS(=O)(=O)NCCc1csc(C)n1
    -2	1	1.9	-5	1	-2	-1	-1	1	1

Next entries follow.
Under each structure: PRMT1 inh	SIAE primary	PG9 Ab binder	TCR CD3 inh	NR1D1 modulator	HTRA1 inh	TDP2 absorb	LEDGF integ inh	mABHD4 FP	rCAG RNA binder
- O=C(CN1C(=O)c2cccc3cccc1c23)N1CCN(c2ccc(F)cc2)CC1
    0	0	-0.1	0	7	-3	4	2	4	-4
- COc1cc(-c2cc(OC)c(O)c(OC)c2)cc(OC)c1O
    10	2	-9.9	2	-6	-2	0	-7	6	1
- COc1ccccc1OCCCOc1c(Cl)cc(C)cc1Cl
    -3	2	-1.0	10	4	-8	-6	-2	-6	-2
- CCOC(=O)[C@]12CCCC3=C1N(CCC3)C(=O)[C@@H](CC(=O)N1CCCCC1)C2
    -2	-4	/	/	3	/	-4	2	-3	-1
- NC(=S)N/N=C/c1ccc2c(c1)OCCO2
    -4	6	-2.4	1	5	1	-7	1	2	-1
- Cn1c2ccccc2c2cc(C(=O)N3CCN(CCO)CC3)sc21
    -1	1	-3.2	8	8	-1	1	2	3	-1
- CC(C(=O)N1CCC(C(N)=O)CC1)N(c1ccc(Oc2ccccc2)cc1)S(C)(=O)=O (stereo not given)
    -6	4	0.1	5	1	-4	6	0	1	-4
- CCCS(=O)(=O)N1CCC(Cc2ccc(OC)cc2)(C(=O)OCC)CC1
    0	-1	0.0	6	2	-4	5	2	-4	-10
- CC1CN(c2ccccn2)C(C)CN1C(=S)Nc1ccccc1 (stereo not given)
    -2	5	-1.4	-6	1	6	8	0	-1	4
- O=C(NCCc1cn2ccccc2n1)C1CCCCC1
    2	3	1.1	-2	11	0	9	-2	9	0
- Cc1ccc(-c2[nH]c3ccccc3c2SCCN)cc1
    -4	14	-4.5	2	6	-12	13	-3	11	7
- Cc1c(/C(O)=C2\C(=O)C(=O)N(CCN(C)C)C2c2ccco2)cnn1-c1ccccc1 (stereo not given)
    5	-2	1.7	-4	4	4	-7	1	-3	0
- O=C(COc1ncnc2sccc12)N1CCN(S(=O)(=O)c2ccc(Cl)cc2)CC1
    3	-14	0.9	3	4	-2	-6	-6	-13	14
- COc1cc2cc(C[C@H](C)O)oc(=O)c2cc1OC
    -2	0	-0.1	4	-2	-1	3	2	0	-3
- COc1ccc(/C=C/C(=O)c2ccc([N+](=O)[O-])o2)cc1OC
    3	1	-2.7	-1	2	/	2	0	-1	1
- CCC(c1nnc(SCC(=O)N2CC3(C)CC2CC(C)(C)C3)o1)N(C)C (stereo not given)
    9	-1	1.2	1	0	-1	7	-3	8	-9
- CCN(CC)CCNC(=O)c1ccc(NC(=O)c2c(C)nn(-c3ccc(F)cc3)c2Cl)cc1
    -3	4	0.6	0	0	-4	-1	-1	0	1
- COc1ccc(C2(NC(C)=O)CCN(Cc3cccnc3)CC2)cc1
    -2	3	-1.5	6	-3	5	12	-2	-5	1
- NC(=O)C1CCN(c2nc(-c3ccccc3C(F)(F)F)cs2)CC1
    0	1	-2.8	7	1	0	4	0	5	1
- Cc1[nH]c2ccccc2c1N=Nc1cccc(C(=O)O)c1
    5	4	-5.9	5	-4	-3	-2	1	15	9

(cont.)
Under each structure: PRMT1 inh	SIAE primary	PG9 Ab binder	TCR CD3 inh	NR1D1 modulator	HTRA1 inh	TDP2 absorb	LEDGF integ inh	mABHD4 FP	rCAG RNA binder
- O=C(O)CC(C(=O)N(c1ccccc1)c1ccccc1)N1CCOCC1 (stereo not given)
    3	0	-0.6	-1	4	0	1	0	3	0
- Cc1ccc(CN2CCSc3ccc(C(=O)NCCCN4CCN(C)CC4)cc32)cc1
    -1	12	25*	-2	-7	4	6	-1	7	-3
- O=C(Nc1cccc(Cl)c1)c1nc[nH]c1C(=O)N1CCN(c2ccccc2)CC1
    4	-4	1.1	-6	7	-11	0	-1	-3	8
- Cc1nc(-c2ccc(S(=O)(=O)Nc3cccc(Cl)c3)cc2)co1
    -2	-5	2.5	1	3	-8	0	0	-3	12
- Cc1nnc(SCCC(=O)Nc2ccc(F)cc2)s1
    1	2	1.1	-9	-1	-4	10	2	2	3
- Cn1cc(CN2CCN(Cc3ccccc3)CC2)c(-c2cccc(Cl)c2)n1
    3	2	1.6	-16	3	-1	-4	-6	7	-11
- CC(=O)Nc1ccc(NC(=O)CSc2nnnn2-c2ccc3c(c2)OCCO3)cc1
    -3	-4	0.3	-5	2	0	4	2	-2	1
- COC(=O)C1CN(Cc2cn(CCOC(C)=O)nn2)CCS(=O)(=O)N1Cc1ccc(C)cc1 (stereo not given)
    3	-2	/	/	4	/	-6	-2	0	1
- Cc1cccc(C)c1-n1c(C)cc(/C=N/NC(=O)CSc2ncccn2)c1C
    2	5	-1.7	9	8	20	0	1	-3	-4
- O=C(NNC(=O)c1cccs1)c1ccccc1
    0	1	1.2	2	-3	-5	-4	3	-2	-2
- O=C(Nc1c(C(=O)O)[nH]c2ccc(F)cc12)c1cccc(C(F)(F)F)c1
    -2	-4	2.4	1	-4	-1	-4	-2	11	63*
- Cc1cccc(OCc2nnc(SCC(=O)N3CC(=O)Nc4ccccc43)o2)c1
    7	-2	-3.4	-5	-5	-8	-4	-4	-1	-1
- O=C(Nc1ccccc1Cl)c1ccc(-c2ccccn2)s1
    1	-8	0.2	-3	5	-5	-16	-4	-13	-3
- O=C(N/N=C/c1ccco1)c1ccccc1OCc1ccc(Br)cc1
    2	2	-0.6	1	4	-32	8	-1	-6	5
- CCCCNC(=O)Cc1c(OC)ccc2cc(Br)ccc12
    -2	-3	8.6*	3	3	5	4	1	-1	-2
- CC(C)(O)c1cn(-c2nonc2N)nn1
    1	-2	-1.7	2	-6	2	-3	0	0	2
- C=CCN(c1ccc(Cl)cc1)S(=O)(=O)c1cccc(C(=O)O)c1
    -1	1	-0.9	4	-1	0	-10	-3	-3	8
- CC(C)(C)n1nnnc1C(c1cccnc1)N1CCN(c2ccccc2F)CC1 (stereo not given)
    0	12	-0.6	3	1	4	12	1	3	4
- CC(=O)c1ccc(NC(=O)c2cn(C)c(=O)c3ccccc23)cc1
    -2	-3	-0.3	-3	-10	5	-9	1	-5	2
- Cc1cccc2nc(CSc3nc4ccc([N+](=O)[O-])cc4[nH]3)cn12
    1	-6	2.5	-5	2	2	6	2	4	2

Additional entries
Under each structure: PRMT1 inh	SIAE primary	PG9 Ab binder	TCR CD3 inh	NR1D1 modulator	HTRA1 inh	TDP2 absorb	LEDGF integ inh	mABHD4 FP	rCAG RNA binder
- O=C(O)CC1(CC(=O)Nc2cc(F)ccc2Cl)CCCCC1
    3	2	-0.4	-5	0	9	-3	0	7	0
- Oc1c(C(c2cccs2)N2CCN(c3ccccc3)CC2)sc2ncnn12 (stereo not given)
    5	-3	-1.5	-11	2	-4	-6	-2	7	2
- O=C(CO/N=C/c1ccccc1)Nc1c(F)c(F)c(F)c(F)c1F
    -1	-1	-0.6	4	-3	5	-6	2	-1	-1
- Cc1cccc(CS(=O)(=O)Cc2ccc(C(=O)NCCc3ccccc3)o2)c1
    4	1	0.6	4	-3	0	5	1	2	1
- COc1ccc(C2=NN(c3nc(-c4ccc(CNC(C)=O)cc4)cs3)C(c3ccco3)C2)cc1 (stereo not given)
    7	-19	-1.2	-8	-5	-16	15	0	-14	22
